Assay outcomes: PubChem, several laboratories
CAL PDZ FP-1 = CAL PDZ (human) peptide binding inhibition. Q9HD26. purified CAL PDZ, TMR-peptide fluorescence polarization, 1 h. inhibition, % at 24.9 µM. hit rate 0.92% among 300,000. AID 602252;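 active = mean inhibition of at least 30% with at least half of replicates also reaching 30%; inconclusive = no clear call, values can overlap the other calls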;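 note: 0% = DMSO neutral control and 100% = excess unlabeled competitor peptide PRC23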
V-ATPase pHluor = yeast V-ATPase proton transport regulation by pHLuorin | S. cerevisiae, pHLuorin cytosolic pH fluorescence | response, % at 10 µM | hit rate 0.37% among 350,000 | AID 504577; in the data active = response mostly above about 7.3%, no sharp cut-off; inactive = mostly below about 5.4%; note: actives read high; inactives centre near 0; some compounds called inactive have numbers as strong as hits; reference of the scale not given here
Arrestin-AP2 inh = inhibitors of human beta-arrestin and AP2 interaction. FITC-arrestin peptide / GST-AP2 beads, flow cytometry; AP2 beta2 appendage carries R879A mutation. inhibition, % at 10 µM. hit rate 0.31% among 340,000. AID 504490;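 active = inhibition above a set limit, near 3 SD of compounds lacking own fluorescence, cut at about 54% in these data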;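 note: plate controls were DMSO wells for no effect and 5 µM unlabelled arrestin peptide for full effect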
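System: GST-AP2 R879A bound to glutathione beads, E. coli-expressed. Also added: 50 nM FITC-arrestin peptide. Schedule: compound with beads 12 min RT, then probe 1 h RT. Signal: bead flow cytometry, FITC channel. Read-out basis: percent response.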
LANA DNA inh = inhibitors of KSHV LANA C-terminal domain DNA binding; MBP-C-LANA/FAM-LBS DNA binding, fluorescence polarization; inhibition, % at 9 µM; hit rate 0.078% among 340,000; AID 504423;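 active = highest replicate inhibition at or above 60% at 9 µM, even if other replicates fall short; inactive = all replicates below 60% inhibition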;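 note: 0% = neutral control wells and 100% = 4 µM acridine orange control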
CAL PDZ FP-2 = inhibitors of human CAL PDZ peptide binding; Q9HD26; purified CAL PDZ, TMR-peptide fluorescence polarization, 1 h; inhibition, % at 20 µM; hit rate 0.02% among 330,000; AID 504414;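 active = highest replicate inhibition of at least 40%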;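 note: plate controls were DMSO neutral control wells for no effect and unlabeled competitor peptide control wells for full effect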
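System: tagged CAL PDZ domain. Schedule: 1 h room-temperature incubation prior to read. Signal: fluorescence polarization (mP). Measure: percent inhibition from loss of millipolarization.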
Cardiac RTF inh = cardiac RTF calcium desensitization; IANBD-labeled cardiac RTF, Ca2+ fluorescence; inhibition, % at 7.15 µM; hit rate 0.12% among 340,000; AID 493244;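 active = inhibition above the mean inhibition of all tested compounds plus 3 SD, cut at about 17% in these data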;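 note: assay run at fixed EC70 calcium of 1.6 mM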
DAGLB inhibitor = blocks human DAGLB lipase activity; hit rate 0.059% among 340,000; Q8NCG7; inhibition, % at 5.17 µM; AID 504411; HEK293T DAGLB membrane lysate, EnzChek fluorogenic substrate; in the data active = inhibition above about 34%;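 note: 0% = enzyme with vehicle and 100% = wells lacking enzyme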
Target sequence (Q8NCG7 whole entry, looked up): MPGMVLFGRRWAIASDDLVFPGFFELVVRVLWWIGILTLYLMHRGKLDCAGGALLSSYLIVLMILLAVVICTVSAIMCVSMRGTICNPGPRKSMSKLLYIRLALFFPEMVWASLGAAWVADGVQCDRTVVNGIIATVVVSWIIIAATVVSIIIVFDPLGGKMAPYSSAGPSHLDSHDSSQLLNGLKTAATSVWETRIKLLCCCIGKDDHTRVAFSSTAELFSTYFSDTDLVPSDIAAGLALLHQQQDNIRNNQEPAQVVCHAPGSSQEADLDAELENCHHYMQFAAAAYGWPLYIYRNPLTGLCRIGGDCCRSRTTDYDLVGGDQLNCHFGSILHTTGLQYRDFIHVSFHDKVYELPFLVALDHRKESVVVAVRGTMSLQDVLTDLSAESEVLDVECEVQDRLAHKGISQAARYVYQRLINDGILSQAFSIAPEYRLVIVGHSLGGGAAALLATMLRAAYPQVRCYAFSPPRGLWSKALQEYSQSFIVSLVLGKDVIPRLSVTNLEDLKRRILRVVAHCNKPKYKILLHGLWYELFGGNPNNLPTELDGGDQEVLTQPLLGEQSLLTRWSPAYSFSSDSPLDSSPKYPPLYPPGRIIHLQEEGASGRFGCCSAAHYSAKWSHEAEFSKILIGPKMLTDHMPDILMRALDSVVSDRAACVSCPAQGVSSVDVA
NSD2 inh = blocks human histone methyltransferase NSD2; O96028; hit rate 0.54% among 310,000; NSD2 peptide methylation, AlphaScreen, 120 min; inhibition, % at 12.5 µM; in the data active = inhibition above about 50%
DSG3 Ab inh = blocks pemphigus antibody binding to human desmoglein-3 | hit rate 0.48% among 310,000 | AID 588358 | binding (percent of control), % at 10 µM | DSG3-coupled beads, scFv-anti-DSG3-GFP binding, flow cytometry; stronger effect = lower value;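 active = binding more than 3 SD below its plate's average and above zero; inconclusive = below that plate limit but binding exactly zero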; note: some compounds called inactive have numbers as strong as hits
Keap1-Nrf2 PPI = inhibitors of human Keap1-Nrf2 protein-protein interaction. inhibition, % at 9.4 µM. Keap1 Kelch-Nrf2 peptide fluorescence polarization, 1536-well. hit rate 0.15% among 340,000. Q14145; in the data active = inhibition above about 12%; inconclusive = no clear call, values can overlap the other calls; inactive = below about 7.3%;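 note: human Keap1 Kelch domain with fluorescein labeled Nrf2 9mer peptide probe; 0% = neutral control wells and 100% = peptide positive control; higher means more block of Keap1 binding to Nrf2 peptide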
* = called active by the depositor; ? = inconclusive; . = no result given. A portion of the library (hit frequency here may not be typical).

SMILES	CAL PDZ FP-1	V-ATPase pHluor	Arrestin-AP2 inh	LANA DNA inh	CAL PDZ FP-2	Cardiac RTF inh	DAGLB inhibitor	NSD2 inh	DSG3 Ab inh	Keap1-Nrf2 PPI
CCOC(=O)c1c(C)c(C(=O)NCc2ccccn2)c(C)n1CC	.	4	-2	-0.1	0.7	-7	-2	-1	102	0
O=C(NC1=C(NC2CCS(=O)(=O)C2)C(=O)c2ccccc2C1=O)c1ccccc1 (stereo not given)	-1	4	26	0.5	-1.9	-3	4	109*	97	-1
Cn1c(-c2ccccc2)c(/C=N/NC(=O)c2cccnc2)c2ccccc21	-2	-2	7	-1.6	2.2	0	-1	-1	103	1
Cc1nn(C(C)C(=O)NCCN2CCCCCC2)c(=O)c2nn(-c3ccccc3)c(C)c12 (stereo not given)	2	1	49	0.0	-0.5	2	1	9	99	-2
Cc1ccccc1C(=O)N=c1ccn(-c2nc3ccccc3nc2NS(=O)(=O)c2ccccc2)cc1	-2	2	-4	17	-2.4	-3	5	-3	86	-26
CCN(CC)CCCN1C=C2C(=O)C(C)(OC(=O)CCc3ccccc3)C(=O)C=C2C=C1c1ccc(C#N)cc1 (stereo not given)	-3	0	9	0.3	-0.5	-7	4	.	108	3
CCCCNC(=S)N(CCN(CC)CC)Cc1cc2cc3c(cc2[nH]c1=O)OCO3	0	-1	14	0.2	-0.8	-3	0	2	120	-2
O=C(NCCC(=O)N1CCc2ccccc21)c1ccccc1Cl	15	4	27	-1.4	-2.4	6	-2	-1	93	3
CCN1CCN(C2CCCCC2NS(=O)(=O)c2ccc(Cl)cc2)CC1 (stereo not given)	-2	0	5	-1.6	-2.0	0	3	4	104	-5
Cc1c(S(=O)(=O)Nc2cccc(Cl)c2)c(=O)n(C)c(=O)n1C	7	-1	0	0.6	0.7	-2	3	.	104	2
O=[N+]([O-])c1cc([N+](=O)[O-])c(Oc2cc(Cl)ccc2Cl)cc1NC1CCCCCCC1	-3	0	26	1.4	1.5	-4	-1	.	104	-1
COC(=O)CS(=O)(=O)c1ccsc1C(=O)Nc1ccc(F)c(F)c1	3	5	2	-2.0	-1.4	2	0	-10	103	-2
O=[N+]([O-])c1ccc(C(O)C[n+]2ccccc2)cc1 (stereo not given)	-6	1	22	1.1	0.3	-8	-2	2	101	-5
Cc1oc(-c2ccccc2)[n+]([O-])c1C	.	-5	9	0.2	0.3	0	2	-1	109	3
Cc1csc2nc(CSc3ccc(Cl)cc3)cn12	-3	0	4	0.6	-3.0	-13	-3	-2	.	-6
O=C(CN1CCN(c2ccccc2)CC1)N1CCN(c2ccccc2)CC1	-3	0	33	-0.1	-2.4	2	3	1	88	-3
Cc1noc(C)c1NC(=O)N(C)C[C@H]1Oc2c(NC(=O)C3CCCCC3)cccc2C(=O)N([C@H](C)CO)C[C@@H]1C	-6	4	29	1.0	-0.3	-2	-2	.	99	3
CC(Oc1ccc(Cl)cc1Cl)c1nc(-c2ccc(NC(=O)c3ccncc3)cc2)no1 (stereo not given)	0	-1	-1	0.8	-1.5	2	0	-2	99	-4
CCOc1ccc(CN2CCN(Cc3[nH]c4ccccc4c3C)CC2CCO)cc1 (stereo not given)	1	4	1	1.5	-0.8	-4	0	7	116	-4
Cn1ccnc1C(=O)c1cccc([N+](=O)[O-])c1	-4	-1	0	-0.6	-0.2	4	-2	1	109	-7
Cc1ccc(S(=O)(=O)c2c(C)cc(C)nc2Cl)c(C)c1	1	1	0	0.0	-0.5	-2	-2	-2	108	-5
CN(C)C(/C=C/Nc1ccc(F)cc1F)=C(C#N)C#N	-3	0	7	0.9	-0.8	-3	2	-3	97	3
COC(=O)CN1C(=O)N/C(=C/c2cc3c(cc2OC)OCO3)C1=O	10	-2	-9	0.1	-1.8	-4	0	-3	128	-1
O=C(O)c1ccccc1C=NN=C1c2ccccc2-c2ccccc21	-4	-4	5	-1.5	-0.8	5	-1	1	102	-3
O=C(O)c1cccnc1SC1CC(=O)N(c2ccccc2)C1=O (stereo not given)	0	1	-2	0.1	-2.3	-10	-2	-3	90	-2

(further entries)
SMILES	CAL PDZ FP-1	V-ATPase pHluor	Arrestin-AP2 inh	LANA DNA inh	CAL PDZ FP-2	Cardiac RTF inh	DAGLB inhibitor	NSD2 inh	DSG3 Ab inh	Keap1-Nrf2 PPI
CCc1c(C)sc(NC(=O)c2cc(C3CC3)on2)c1C#N	.	2	8	-0.5	-0.9	4	-8	.	88	-6
CCOC(=O)c1ccc(Nc2c(CC)c(C)nc3ncnn23)cc1	.	-1	22	-1.0	-2.9	0	2	-1	97	-6
CCc1nn(CC(=O)NCCCN(CC)Cc2ccccc2)c(=O)c2cc3sccc3n12	-1	-1	10	0.9	-3.2	0	2	3	83	0
CC(=O)N(CC#CCN(C(C)=O)c1ccccc1)c1ccccc1	.	1	.	.	.	.	0	2	98	.
CCOc1ccc(C(=O)NNC(=O)CN2C(=O)NC3(CCCC3)C2=O)cc1	-5	-5	-14	1.1	-0.5	-2	1	2	101	1
O=C(COc1ccccc1)Nc1ccc2c(c1)nc1n2CCSC1	2	2	5	-0.9	-1.1	-9	2	-1	100	-11
Cc1ccc(S(=O)(=O)N2CCN(Cc3nnc(-c4c(-c5ccccc5)noc4C)o3)CC2)cc1	-1	1	4	-0.7	-5.6	-10	-1	-4	.	-3
CCCN1Cc2cccc(C(=O)Nc3ccc(C)cc3)c2C1=O	10	0	-9	-0.6	-0.4	-5	0	7	.	-2
O=C(CSc1nc2ncc(Br)cc2[nH]1)c1cccc([N+](=O)[O-])c1	-4	-9	0	1.6	-1.4	-6	0	1	79	-3
CC(C)NC(=O)CN1C(=O)c2cccc3cccc1c23	-1	0	6	-2.9	1.0	-7	0	0	103	?
COc1ccc(CN2CCN(Cc3c[nH]c4ccccc34)CC2CCO)cc1C (stereo not given)	-6	0	14	-1.6	-2.3	-7	-4	3	106	1
CC(CN1CCOCC1)OC(=O)Cc1ccc(Cl)cc1 (stereo not given)	0	11*	-6	-2.7	-2.6	-7	3	.	117	-5
CN(C)CCCNC(=O)c1cc(C(=O)Cc2ccc(Cl)cc2)c[nH]1	1	-2	2	-0.3	0.4	1	0	17	94	-1
CCOC(=O)c1c(NC(=O)C(C)S(=O)(=O)c2cn(CC)c3ccccc23)sc2c1CCCC2 (stereo not given)	.	0	6	-0.4	-1.3	-4	-7	.	76	1
CC(C)Cc1cc(CNC(=O)C2CCC(=O)N(Cc3cccc(C(F)(F)F)c3)C2)on1 (stereo not given)	-1	-2	32	0.3	-1.2	-3	3	-5	.	0
O=C(CSc1nc2ccccc2c(=O)[nH]1)Nc1cccc([N+](=O)[O-])c1	-4	-2	-19	-1.3	-0.8	4	1	-3	106	-1
CC(C)(C)C(=O)COC(=O)c1c2c(nc3ccccc13)CCC2	-2	-1	6	1.7	.	-4	-1	-3	100	-1
O=C(c1ccc(C(=O)N2CCCc3ccccc32)s1)N1CCCc2ccccc21	-5	0	2	-2.2	-2.4	-7	-4	5	96	-4
C[C@H](CO)N1C[C@H](C)[C@@H](CN(C)Cc2ccncc2)Oc2c(NC(=O)c3ccncc3)cccc2C1=O	-2	-2	-3	0.0	0.0	-1	2	.	102	-9
O=C(CSc1nnc2n1CCCCC2)Nc1ccc(N2CCOCC2)cc1	2	3	23	0.4	0.5	8	-1	3	96	-1
C=C(C)Cn1c(N2CCCC2)nc2c1c(=O)[nH]c(=O)n2C	0	5	-5	-0.4	-1.6	-7	0	.	98	-2
CCCCN1C=C(C(=O)c2ccccc2)C(=O)CC1	20	-1	-7	0.0	-0.4	-5	-2	.	112	-1
CS(=O)(=O)c1ccc(Oc2ccc(-c3nnco3)cc2)c([N+](=O)[O-])c1	-3	3	6	1.5	-1.4	-9	2	1	.	0
CCOC(=O)N1C(=O)c2cc(OC)ccc2S1(=O)=O	-5	1	-4	-1.1	.	-2	-2	3	109	-2
Cn1cc(C(=O)N/N=C/C2=C(N3CCOCC3)C(=C\c3ccccc3)/CC2)ccc1=O	-1	-3	1	1.4	-2.3	14	1	-3	126	3
CCOc1ccc(CN(C)c2nc(-c3cccnc3)nc3ccccc23)cc1OC	-4	16*	5	0.0	-2.6	10	-3	-1	.	-7
Cc1ccc(Cn2c(=O)c3cccnc3n(CC(=O)Nc3cccc(C(F)(F)F)c3)c2=O)cc1	-2	-2	11	0.6	-0.7	14	-5	-2	95	-5
COc1ccc(CCN2CC(C(=O)NCc3cnn(C(C)C)c3)CCC2=O)cc1 (stereo not given)	-2	1	3	-0.2	-1.7	-2	-2	1	.	-1
O=C(Nc1ccncc1)C1CC(=O)N(c2ccc(F)cc2)C1 (stereo not given)	-1	1	9	-0.8	-3.6	-7	-5	1	98	0
CCCCc1nc(Cl)c(C#N)c2c1CCCC2	-4	3	-5	-0.2	-1.8	4	-5	-1	89	0

A second format for six compounds above.
| smiles | CAL PDZ FP-1 | V-ATPase pHluor | Arrestin-AP2 inh | LANA DNA inh | CAL PDZ FP-2 | Cardiac RTF inh | DAGLB inhibitor | NSD2 inh | DSG3 Ab inh | Keap1-Nrf2 PPI |
| --- | --- | --- | --- | --- | --- | --- | --- | --- | --- | --- |
| CC(CN1CCOCC1)OC(=O)Cc1ccc(Cl)cc1 (stereo not given) | 0 | 11* | -6 | -2.7 | -2.6 | -7 | 3 | . | 117 | -5 |
| CCc1nn(CC(=O)NCCCN(CC)Cc2ccccc2)c(=O)c2cc3sccc3n12 | -1 | -1 | 10 | 0.9 | -3.2 | 0 | 2 | 3 | 83 | 0 |
| O=C(Nc1ccncc1)C1CC(=O)N(c2ccc(F)cc2)C1 (stereo not given) | -1 | 1 | 9 | -0.8 | -3.6 | -7 | -5 | 1 | 98 | 0 |
| O=C(COc1ccccc1)Nc1ccc2c(c1)nc1n2CCSC1 | 2 | 2 | 5 | -0.9 | -1.1 | -9 | 2 | -1 | 100 | -11 |
| CC(C)NC(=O)CN1C(=O)c2cccc3cccc1c23 | -1 | 0 | 6 | -2.9 | 1.0 | -7 | 0 | 0 | 103 | ? |
| O=C(CSc1nc2ccccc2c(=O)[nH]1)Nc1cccc([N+](=O)[O-])c1 | -4 | -2 | -19 | -1.3 | -0.8 | 4 | 1 | -3 | 106 | -1 |

Rewritten with bars between the fields: entries from further up.
compound | CAL PDZ FP-1 | V-ATPase pHluor | Arrestin-AP2 inh | LANA DNA inh | CAL PDZ FP-2 | Cardiac RTF inh | DAGLB inhibitor | NSD2 inh | DSG3 Ab inh | Keap1-Nrf2 PPI
O=C(Nc1ccncc1)C1CC(=O)N(c2ccc(F)cc2)C1 (stereo not given) | -1 | 1 | 9 | -0.8 | -3.6 | -7 | -5 | 1 | 98 | 0
CCCCc1nc(Cl)c(C#N)c2c1CCCC2 | -4 | 3 | -5 | -0.2 | -1.8 | 4 | -5 | -1 | 89 | 0

Part of the list above, reduced to Keap1-Nrf2 PPI, V-ATPase pHluor and DAGLB inhibitor:
compound	Keap1-Nrf2 PPI	V-ATPase pHluor	DAGLB inhibitor
CCOC(=O)c1ccc(Nc2c(CC)c(C)nc3ncnn23)cc1	-6	-1	2
CCc1nn(CC(=O)NCCCN(CC)Cc2ccccc2)c(=O)c2cc3sccc3n12	0	-1	2
